# Source: PubChem
# STEP block – STEP phosphatase inhibitors, primary screen, biochemical, fluorescence intensity, uHTS; Tyrosine-protein phosphatase non-receptor type 5 (Homo sapiens), P54829; recombinant STEP, OMFP fluorogenic substrate; inhibition, % at 20 µM; 360,000 tested, 0.25% active; AID 588621, 2011;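 active = inhibition at 20 µM, scaled per plate between control wells, above about 37%, limit read from the data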;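 also: 0% = DMSO with enzyme and substrate and 100% = substrate only without enzyme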
#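 Material: STEP (striatal-enriched tyrosine phosphatase) enzyme, cell-free; Compound dosing: 20 µM single dose in 1% DMSO; Technique: fluorescence read at 480 nm ex / 540 nm em; Times: reaction 20 min, ambient temperature; Medium: 50 mM Bis-Tris pH 6.0 with 2.5 mM DTT and 0.005% Tween 20; Also added: OMFP at 25 µM.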
# TbMetRS inhib – T. brucei MetRS inhibitors, primary screen, biochemical, luminescence. purified T. brucei MetRS, ATP depletion, Kinase-Glo luminescence. 360,000 tested, 0.4% active. inhibition, % at 11.9 µM. AID 624268, 2012. methionyl-tRNA synthetase (Trypanosoma brucei brucei);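 active = inhibition above a per-plate cutoff of the control wells' mean inhibition plus 3 SD, cut at about 5.5% in these data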;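 also: 0% = DMSO wells median and 100% = median of wells with control inhibitor compound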
#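 Test system – parasite MetRS enzyme · Reagent – substrates ATP, L-methionine and bulk Escherichia coli tRNA · Doses – 11.9 µM compound single dose, 0.9% DMSO · Times – 15 min enzyme-compound preincubation, 2 h reaction, 10 min detection, 25 °C · Signal – Kinase-Glo luminescence, ATP depletion format · Controls – DMSO-only wells as low control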
# SKN-1 inh – suppressors of acrylamide-induced Pgst-4::GFP reporter in worms, primary screen, SKN-1 inhibitor project, whole organism, uHTS, GFP/RFP fluorescence ratio, strain VP596; C. elegans VP596 Pgst-4::GFP/RFP ratio, 24 h; inhibition, % at 21.8 µM; 360,000 tested, 0.49% active; AID 624304, 2012;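 active = interference check ratio from 0.5 to 1.5 plus GFP to RFP signal ratio inhibition reaching or exceeding a fixed threshold, cut at about 30% in these data, passing the limit was not always enough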; also: some compounds called inactive have numbers as strong as hits
# Scp-1 inhibitor – Scp-1 phosphatase inhibitors, primary screen, biochemical, colorimetric, uHTS | Carboxy-terminal domain RNA polymerase II polypeptide A small phosphatase 1 (Homo … | Recombinant Scp1, phosphopeptide, malachite green phosphate absorbance | inhibition, % at 20 µM | 340,000 tested, 0.88% active | AID 493091, 2011;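 active = inhibition above about 50% at 20 µM, limit read from the data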;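 also: plate controls were DMSO wells with enzyme for no effect and wells lacking enzyme for full effect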
#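 System: truncated SCP-1 phosphatase (76-261aa); medium: Tris acetate buffer pH 5.5 with MgCl2 and Tween-20; incubation: 45 min room-temperature reaction, 5 min colour, 30 min stabiliser; compound: single 20 µM dose, 1% DMSO; reagent: Phosphorylated 17-residue peptide substrate; read-out: % inhibition at 20 µM; technique: colorimetric free-phosphate detection, absorbance 630 nm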
# Neddylation inh – inhibitors of cullin neddylation, primary screen, biochemical, TR-FRET, uHTS, NAE and Ubc12. calls only at 25 µM. 360,000 tested, 0.58% active. AID 651699, 2012; in the data active = inhibition above about 36%
# LMPTP inh – LMPTP phosphatase inhibitors, primary screen, biochemical, fluorescence intensity, uHTS. recombinant LMPTP-A, OMFP fluorogenic substrate. inhibition, % at 20 µM. 360,000 tested, 0.22% active;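 active = compounds that cut the enzyme signal by at least half of the control window in the single-dose screen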;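 also: plate controls were DMSO wells with enzyme plus substrate for no effect and substrate without enzyme for full effect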
# Target sequence (P24666 whole entry, looked up): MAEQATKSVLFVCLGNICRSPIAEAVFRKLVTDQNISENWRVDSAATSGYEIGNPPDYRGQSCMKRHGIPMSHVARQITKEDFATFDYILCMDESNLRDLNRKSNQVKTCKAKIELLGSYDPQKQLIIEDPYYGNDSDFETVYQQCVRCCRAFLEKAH
#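 Test system: LMPTP-A phosphatase enzyme; input: 0.625 nM LMPTP-A final; reagent: OMFP substrate, 400 µM final; compound dosing: 20 µM single dose, 3% DMSO; incubation: 50 min dark incubation at room temperature; measured by: endpoint fluorescence intensity from OMFP dephosphorylation; measure: % inhibition relative to no-enzyme and uninhibited control wells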
# DNMT1 block – human DNMT1 methyltransferase inhibitors, primary screen, biochemical, molecular beacon, fluorescence, HinP1I cleavage, uHTS. inhibition (reported as % activation of signal), % at 10 µM. DNA (cytosine-5)-methyltransferase 1 (Homo sapiens), P26358. 360,000 tested, 0.83% active; in the data active = inhibition above about 50%
# NadD block – inhibitors of S. aureus NadD, primary screen, biochemical, colorimetric, uHTS. Nicotinate-nucleotide adenylyltransferase NadD (Staphylococcus aureus N315). purified NadD enzyme, colorimetric absorbance read-out. inhibition, % at 20 µM. 360,000 tested, 0.78% active; in the data active = inhibition above about 26%; also: some compounds past the cut are filed as inactive
# SUMO1-SIM PPI – modulators of SUMO1 protein-protein interactions, primary screen, biochemical, uHTS; inhibition, % at 20 µM; SUMO1 binding to a labelled peptide, TR-FRET, 1 h; 360,000 tested, 0.33% active; AID 602429, 2012; in the data active = inhibition above about 37%
# CendR NRP1 mod – modulators of CendR peptide binding to NRP-1, primary screen, biochemical, fluorescence polarization, uHTS; FAM-RPARPAR peptide binding to NRP-1; inhibition, % at 25 µM; 360,000 tested, 0.85% active;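 active = inhibition or corrected inhibition above about 18%, plus a signal ratio from 0.5 to 1.5, limit read from the data, passing the limit was not always enough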; also: strong numbers were not always called active
# Target sequence (O14786 whole entry, looked up): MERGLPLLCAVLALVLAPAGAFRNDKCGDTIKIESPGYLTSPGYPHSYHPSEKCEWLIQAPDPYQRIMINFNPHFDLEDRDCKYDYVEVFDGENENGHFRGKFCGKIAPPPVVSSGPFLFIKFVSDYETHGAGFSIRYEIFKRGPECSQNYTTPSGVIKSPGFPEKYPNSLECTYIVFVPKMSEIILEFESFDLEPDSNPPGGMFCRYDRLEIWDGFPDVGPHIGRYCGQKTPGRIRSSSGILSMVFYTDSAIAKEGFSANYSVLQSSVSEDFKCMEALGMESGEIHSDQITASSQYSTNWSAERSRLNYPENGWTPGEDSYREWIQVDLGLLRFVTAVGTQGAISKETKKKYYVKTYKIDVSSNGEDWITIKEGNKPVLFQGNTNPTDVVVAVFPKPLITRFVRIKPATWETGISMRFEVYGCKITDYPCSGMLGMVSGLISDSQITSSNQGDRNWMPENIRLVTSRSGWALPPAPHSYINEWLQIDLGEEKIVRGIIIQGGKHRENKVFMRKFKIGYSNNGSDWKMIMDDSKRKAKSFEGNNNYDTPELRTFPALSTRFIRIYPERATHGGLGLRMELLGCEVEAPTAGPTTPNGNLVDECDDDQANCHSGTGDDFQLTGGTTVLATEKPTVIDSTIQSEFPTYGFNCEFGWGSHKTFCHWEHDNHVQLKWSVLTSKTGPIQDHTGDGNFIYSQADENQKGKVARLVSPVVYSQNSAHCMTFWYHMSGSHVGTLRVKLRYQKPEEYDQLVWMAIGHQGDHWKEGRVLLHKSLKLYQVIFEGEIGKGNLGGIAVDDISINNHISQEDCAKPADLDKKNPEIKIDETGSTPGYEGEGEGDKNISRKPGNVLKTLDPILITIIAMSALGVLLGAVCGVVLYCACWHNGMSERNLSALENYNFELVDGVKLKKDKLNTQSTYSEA
# Active calls of the source: *; i = inactive; · = not tested or not shown; + = active, no number.
Scp-1 inhibitor	SKN-1 inh	CendR NRP1 mod	TbMetRS inhib	SUMO1-SIM PPI	NadD block	STEP block	LMPTP inh	Neddylation inh	DNMT1 block	Structure
10	-3	1	-0.3	5	-2	1	-0.4	i	4	COCC(C)NC(=O)c1cc(-c2ccc(O)cc2)on1 (centres undefined)
28	-8	12	-0.1	-1	5	3	10	i	43	CCOc1ccc(NC(=O)c2ccc(NC(=O)COC(=O)Cc3ccc(OC)cc3)cc2)cc1
11	5	-16	0.1	79*	-1	74*	26	i	3	O=C(N/N=C/c1ccncc1)c1cccc(S(=O)(=O)Nc2ccc(Cl)cc2)c1
-9	-6	8	-0.1	-10	-1	1	-1.5	i	3	O=C(NNC(=O)C1COc2ccccc2O1)c1cccc([N+](=O)[O-])c1 (centres undefined)
-21	13	14	0.2	-10	2	4	1.6	i	-6	CCCN1C(=O)/C(=C/c2ccco2)SC1=Nc1ccc(OC)cc1
-9	5	16	-0.3	3	-2	-3	1.6	+	-1	COc1cc(NC(=O)c2cccnc2)c(Cl)cc1NC(=O)c1ccccc1
-7	12	3	-0.2	-3	-16	-2	-1.2	i	0	O=C(NCc1cccnc1)/C(=C/c1ccc(Cl)cc1)NC(=O)c1ccccc1
-3	14	5	0.0	-4	11	2	1.9	i	-4	COc1ccc(C2Nc3ccccc3C(=O)N2c2ccc(Cl)cc2)cc1Cn1cc([N+](=O)[O-])cn1 (centres undefined)
9	-13	8	-0.5	-20	5	-1	-1.4	i	-2	COc1ccc(/C=C\C(=O)NCC(=O)N/N=C/c2ccc(O)cc2O)cc1
0	5	12	-0.7	-1	-5	0	-1.5	i	-1	CCC(C(=O)Nc1cnccn1)c1ccccc1 (centres undefined)
99*	-9	1	0.1	4	11	97*	83*	i	92*	CCCCCn1c(N)c(-c2nc3ccccc3o2)c2c([N+](=O)[O-])nn(C)c(=O)c21
0	-18	-10	-1.1	25	-2	-1	-0.1	i	29	COc1ccc(-c2nc3c(c(=O)[nH]c(=O)n3Cc3ccccc3)n2C)cc1
-6	6	-10	-0.7	-1	1	-4	-1.6	i	-2	FC(F)(F)c1ccccc1-n1ccnc1
-6	18	19	0.1	-4	1	1	-0.9	i	2	CC1C/C(=N\NC(=S)NC(C)C)CC(C)(C)C1 (centres undefined)
-5	6	10	-0.3	3	1	2	-1.2	i	-5	COc1ccc(S(=O)(=O)N(C)CC(=O)NC2CC2)cc1
-6	-8	5	-0.1	3	-2	2	-0.7	i	-3	COc1cc(C(=S)N2CCOCC2)cc(OC)c1OC(=O)c1cccc(C)c1
1	10	3	0.1	-5	3	-2	-0.7	i	2	NC(=O)c1oc2ccc(Cl)cc2c1NC(=O)CN1CCOCC1
-4	-16	-1	-0.5	-1	-3	-1	0.5	i	-6	CC1CCCc2sc3nc(N4CCN(CCO)CC4)n4ncnc4c3c21 (centres undefined)
-3	5	-2	-0.4	-1	2	3	0.0	i	-9	NNC(=O)c1ccc(COc2ccc3ccccc3c2)o1
-6	21	-2	-0.2	-1	-4	-3	-0.3	i	-1	CC(C#N)Sc1nc2ccccc2c(=O)n1-c1ccccc1 (centres undefined)
-8	2	9	1.6	-5	-7	2	1.3	i	2	CCCCOc1ccc(C(=O)N/C(=C\c2cccc([N+](=O)[O-])c2)C(=O)OCc2ccco2)cc1
-4	3	-19	-0.1	0	-8	-4	-2.1	i	1	CC(C)/C=N/Nc1nc2c(c(=O)n(C)c(=O)n2C)n1C
-6	3	-8	-0.6	9	-1	-2	-1.3	i	6	CC(C)=C(NC(=O)c1ccccc1)C(=O)N1CCOCC1
-7	-7	-7	-0.8	-1	8	-2	-0.3	i	-1	CS(=O)(=O)N1CCC(C(=O)N2CCN(C(c3ccccc3)c3ccccc3)CC2)CC1
-5	-7	-4	0.1	15	-5	0	-1.0	i	-1	O=C(NC(=S)Nc1ccc(S(=O)(=O)Nc2nccs2)cc1)c1ccccc1F

# Some of the entries above in another layout.
SMILES: FC(F)(F)c1ccccc1-n1ccnc1
  Scp-1 inhibitor: -6 | SKN-1 inh: 6 | CendR NRP1 mod: -10 | TbMetRS inhib: -0.7 | SUMO1-SIM PPI: -1 | NadD block: 1 | STEP block: -4 | LMPTP inh: -1.6 | Neddylation inh: i | DNMT1 block: -2
SMILES: CC1C/C(=N\NC(=S)NC(C)C)CC(C)(C)C1 (centres undefined)
  Scp-1 inhibitor: -6 | SKN-1 inh: 18 | CendR NRP1 mod: 19 | TbMetRS inhib: 0.1 | SUMO1-SIM PPI: -4 | NadD block: 1 | STEP block: 1 | LMPTP inh: -0.9 | Neddylation inh: i | DNMT1 block: 2
SMILES: COc1ccc(S(=O)(=O)N(C)CC(=O)NC2CC2)cc1
  Scp-1 inhibitor: -5 | SKN-1 inh: 6 | CendR NRP1 mod: 10 | TbMetRS inhib: -0.3 | SUMO1-SIM PPI: 3 | NadD block: 1 | STEP block: 2 | LMPTP inh: -1.2 | Neddylation inh: i | DNMT1 block: -5

# (continued)
Scp-1 inhibitor	SKN-1 inh	CendR NRP1 mod	TbMetRS inhib	SUMO1-SIM PPI	NadD block	STEP block	LMPTP inh	Neddylation inh	DNMT1 block	Structure
·	-6	-10	-0.3	2	·	·	0.8	i	·	CCCCCCCCN1C(=O)[C@H](CC(=O)NCCCOC)C[C@@]2(C(=O)OC)CC(C)(C)CC=C12
-5	-12	6	-0.5	-3	6	0	0.7	i	-2	COc1ccc(-n2ccc(-c3nn(-c4cccc(C(F)(F)F)c4)ccc3=O)n2)cc1
1	13	-6	-0.1	-6	17	-1	1.7	i	-8	Cc1cccc(-n2c(C)cc(/C=N/NC(=O)c3cccc([N+](=O)[O-])c3C)c2C)c1
·	23	-7	-0.4	-1	-4	-1	-0.5	i	4	COCCNc1nc2c(c(=O)n(C)c(=O)n2C)n1CCCc1ccccc1
-6	5	-5	-0.2	1	-1	-8	-2.8	i	4	CN(C)CCNCc1ccccc1OC1CCCC1
-9	6	0	-0.1	1	-6	1	0.2	i	9	CC(Cc1ccccc1)C(=O)NCc1ccccn1 (centres undefined)
-9	-5	-17	0.2	-2	2	4	-0.1	i	-10	CC(=O)Cc1nsc(NC(=O)c2ccc(-c3ccccc3Cl)o2)n1
·	-4	24	-0.5	9	30*	·	2.4	i	·	CC(C)C[C@H]1CN([C@@H](Cc2ccc(O)cc2)CN2CCC[C@H]2CN2C(=O)C(=O)NC[C@@H]2Cc2ccccc2)C(=O)C(=O)N1CC1CCCCCC1
-11	10	22	-0.2	4	-3	-2	-0.7	i	0	COc1cccc(OC)c1C(=O)Nc1cccc(C(C)=O)c1
-6	11	17	-0.5	-7	4	-2	-2.5	i	3	CCN(CC)C(=O)C(=O)N/N=C/c1cccc(Br)c1
-15	0	-3	0.3	2	-5	4	-1.7	i	1	Cc1cccc(NC(=O)CCC(=O)Nc2nnc(C(F)(F)F)s2)c1
-6	6	-7	0.2	-3	-1	1	1.8	i	-1	CC12CCC(C(=O)N3CCN(C(c4ccccc4)c4ccccc4)CC3)(OC1=O)C2(C)C (centres undefined)
-5	-7	-6	-1.0	-5	-1	1	1.2	i	-7	CCCCNC(=S)N1CCN(c2nc3ccccc3s2)CC1
·	4	-42	-0.1	-16	10	2	1.5	i	-7	Cc1ccc(-c2cc(NC=O)c3ncc(-c4cccc(C(=O)N(C)C)c4)n3c2)cc1
-7	-15	17	-0.2	5	6	-3	0.1	i	1	COc1ccc(C(=O)Nc2cccc(C(=O)O)c2)cc1S(=O)(=O)N1CCCC1
-1	-4	-7	0.5	-7	-4	-1	-2.7	i	1	CC(=O)c1c(C)[nH]c(C(=O)Nc2ccc(F)cc2F)c1C
-2	-9	19	-0.8	0	-7	1	0.8	i	3	CSc1nsc(SC)c1C(=O)Nc1ccc(C)cc1
-14	15	-4	-0.1	5	2	-1	-2.3	i	2	CCCCCn1c(Sc2ncccn2)nc2c1c(=O)[nH]c(=O)n2C
-7	-29	9	0.3	2	-3	-2	1.0	i	0	COc1cnn(C(C)(C)C)c(=O)c1Cl
-2	3	-4	0.2	-5	-1	0	-1.2	i	-4	COc1ccc(N2CCN(C(CNC(=O)C(C)(C)C)c3cccnc3)CC2)cc1 (centres undefined)
2	11	8	-0.7	1	-2	-2	-1.2	i	2	Cc1nc(SCC#N)c2c(C)c(C)sc2n1
-11	20	-6	-0.3	10	-3	-2	-1.5	i	-3	COC(=O)/C=C/C(=O)Nc1cccc(C(F)(F)F)c1
-7	4	8	-0.2	-2	-1	0	-0.2	i	-3	CCOC(=O)CNC(=S)n1ncnc1N
-5	-5	-1	-0.7	-4	-4	2	2.4	i	-6	C/C=C/c1ccc(OCC(=O)Nc2cc(OC)c(OC)c(OC)c2)c(OC)c1
-6	16	-10	0.2	0	-5	-1	-1.3	i	13	CC1(C)Cc2c(c(=S)nc(-c3ccccc3)n2CCN2CCOCC2)CO1
·	25	5	0.1	-14	-8	0	2.0	i	5	CONC(=O)c1ccc(-c2cccc3nccn23)cc1
-5	6	-6	0.0	1	-4	1	2.8	i	-9	COc1ccc(CCNC2=C(Cl)C(=O)N(CCc3ccc(OC)c(OC)c3)C2=O)cc1OC
-4	13	-8	0.0	-1	1	2	0.6	i	5	O=S(=O)(c1ccc2ccccc2c1)N1CCN(S(=O)(=O)N2CCCCC2)CC1
-1	7	-8	-0.7	1	-1	-3	-0.3	i	0	COc1ccccc1-n1cnc2cc(NC(=O)c3ccco3)ccc21
-11	15	0	-0.3	-9	-1	3	-0.9	i	-14	COc1cc(C2Nc3ccc4ncccc4c3C3=C2C(=O)CCC3)cc(OC)c1O (centres undefined)
·	-14	-21	-0.5	6	2	-2	-0.7	·	3	OCc1ccccc1-c1nc(NCc2ccccc2)nc2ccsc12
0	18	8	0.0	-2	4	-2	0.2	i	11	O=C(Nc1nc2ccc(Cl)cc2s1)c1ccc(Br)o1
-2	13	2	-0.4	-1	2	0	0.3	i	0	O=C(O)c1cc(Cl)ccc1NC(=O)C1CCCO1 (centres undefined)
-4	-1	3	-0.2	1	1	5	0.7	i	4	CCN(C(=S)Nc1ccc(OC(F)F)cc1)C1CCCCC1
